Source: PubChem
TNAP inh hi DEA – TNAP (human) inhibition, high acceptor | 200,000 tested, 0.03% active | inhibition, % at 20 µM | purified TNAP, CDP-star luminescence, 1 M DEA;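 active = over 50% inhibition of tissue-nonspecific alkaline phosphatase at 20 µM in the single-dose screen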;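 also: plate controls were DMSO wells for no effect and EDTA-quenched wells as full inhibition for full effect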
Target sequence (P05186 whole entry, looked up): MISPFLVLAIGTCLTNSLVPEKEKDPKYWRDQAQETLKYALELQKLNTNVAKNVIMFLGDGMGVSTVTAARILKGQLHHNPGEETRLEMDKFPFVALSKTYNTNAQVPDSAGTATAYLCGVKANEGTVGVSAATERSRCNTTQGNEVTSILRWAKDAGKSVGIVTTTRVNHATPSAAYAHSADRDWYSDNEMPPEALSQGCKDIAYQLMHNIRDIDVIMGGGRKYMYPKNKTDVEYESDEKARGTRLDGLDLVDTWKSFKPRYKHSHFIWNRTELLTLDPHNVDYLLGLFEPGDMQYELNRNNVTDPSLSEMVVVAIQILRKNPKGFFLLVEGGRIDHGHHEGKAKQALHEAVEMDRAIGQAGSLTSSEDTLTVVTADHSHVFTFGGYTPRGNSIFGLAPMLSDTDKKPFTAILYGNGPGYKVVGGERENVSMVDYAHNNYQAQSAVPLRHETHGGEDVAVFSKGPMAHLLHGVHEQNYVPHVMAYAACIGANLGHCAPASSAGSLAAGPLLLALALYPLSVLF
FLuc inh counter – Photinus pyralis luciferase inhibition counter-screen; P08659; ATPLite firefly luciferase biochemical luminescence, 10 min; inhibition, % at 10 µM; 200,000 tested, 1.5% active; AID 1006;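 active = inhibition above about 50% when tested at 10 µM, limit read from the data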
PMI activator – activators of human phosphomannose isomerase | purified human PMI, coupled resazurin fluorescence, 20 min; active compounds read high; 1 = vehicle control, 0 substrate-free wells | 190,000 tested, 0.005% active | P34949 | activation factor at 20 µM | AID 1214;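 active = activation factor of 2 or more at 20 µM, relative to plate controls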
Target sequence (P34949 whole entry, looked up): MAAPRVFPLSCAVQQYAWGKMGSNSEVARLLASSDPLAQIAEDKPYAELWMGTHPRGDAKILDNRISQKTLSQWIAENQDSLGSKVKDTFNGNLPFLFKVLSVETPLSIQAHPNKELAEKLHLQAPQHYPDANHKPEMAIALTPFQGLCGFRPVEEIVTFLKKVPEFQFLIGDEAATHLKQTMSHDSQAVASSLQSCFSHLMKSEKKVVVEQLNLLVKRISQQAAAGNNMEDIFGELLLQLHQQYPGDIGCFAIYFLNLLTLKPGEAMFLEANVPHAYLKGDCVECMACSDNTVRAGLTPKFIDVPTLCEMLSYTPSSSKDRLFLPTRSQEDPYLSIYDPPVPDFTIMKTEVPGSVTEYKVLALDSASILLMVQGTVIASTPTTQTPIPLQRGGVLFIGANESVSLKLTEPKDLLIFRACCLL
NF-kB expr up – raises NF-kB expression in human neuronal cells; NF-kB reporter expression; active compounds read high; fold change at 12.5 µM; 190,000 tested, 1.6% active; AID 1239; in the data active = fold change above about 3.3
TNAP inh no acc – TNAP (human) inhibition, acceptor-free conditions | 200,000 tested, 0.26% active | inhibition, % at 20 µM | purified TNAP, CDP-star luminescence, 30 min | AID 1012;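 active = tissue-nonspecific alkaline phosphatase inhibition above about 50% at 20 µM in the single-dose screen, limit read from the data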;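 also: 0% = DMSO negative control and 100% = EDTA positive control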
bIAP activator – increases bovine intestinal alkaline phosphatase activity. 200,000 tested, 0.17% active. purified bovine IAP, CDP-star luminescence, 30 min; active compounds read high; fold of DMSO-control signal, blank-subtracted. activation factor at 20 µM. AID 1016;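 active = activation factor of 2 or more at 20 µM, a signal rise over negative controls twice the positive control's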
PMI act hi M6P – activators of human phosphomannose isomerase at near-saturating mannose 6-phosphate. coupled PMI enzyme assay, resazurin fluorescence, 20 min; active compounds read high; 1 = untreated enzyme, 0 = substrate-free blank. activation factor at 20 µM. 190,000 tested, 0.34% active. AID 1216;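 active = activation factor of 2 or more at 20 µM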
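Test system – human PMI in coupled enzyme assay · Timing – 20 min incubation at room temperature · Detection – Diaphorase-driven resazurin-to-resorufin fluorescence, excitation 544, emission 590 nm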
TNAP act hi DEA – increases human TNAP activity under high phosphate acceptor concentration; activation factor at 20 µM; 200,000 tested, under 10 active; purified TNAP, CDP-star luminescence, 1 M DEA, 30 min; active compounds read high; 0 = EDTA background, 1 = DMSO-only activity; P05186;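 active = activation factor at least 2 at 20 µM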
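Test system – human TNAP · Doses – 20 µM single point · Incubation – 30 min, room temperature · Signal – luminescent substrate turnover signal · Read-out basis – activation factor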
APP 5'UTR act – activates APP 5'UTR luciferase reporter | SH-SY5Y APP 5'UTR luciferase reporter, luminescence; zero percent = DMSO vehicle wells | activation, % at 2 µM | 190,000 tested, 1% active | AID 1276;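 active = activation above a set limit, based on mean plus 3 SD of controls, cut at about 140% in these data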; also: values of inactives mirror those of a sister screen read the other way
FLuc stim CS – firefly luciferase counter-screen for stimulation assays; P08659; activation factor at 10 µM; 200,000 tested, under 10 active; ATPlite luciferase biochemical, luminescence, 10 min; 0 = ATP-free wells, 1 = DMSO control;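 active = luciferase activation factor, scaled between plate controls, of at least 2 with compound at 10 µM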
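Assay system: Luciferase/luciferin detection reagent, cell-free biochemical luciferase assay / Also added: ATP substrate / Schedule: 10 min at ambient temperature / Measured by: luminescence measurement of luciferase light output / Benchmarks: low control with PBS replacing ATP, high control enzyme plus ATP without compound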
Active calls of the source: *; / = not tested or not shown.

SMILES	TNAP inh hi DEA	FLuc inh counter	PMI activator	NF-kB expr up	TNAP inh no acc	bIAP activator	PMI act hi M6P	TNAP act hi DEA	APP 5'UTR act	FLuc stim CS
O=C(Cc1ccccc1)NCc1cccnc1	-5.4	0.1	1.1	1	-11.3	1	1	1.1	12.7	1
Cn1c(NC(=O)c2ccccc2F)cc(=O)n(C)c1=O	-5.7	-5.1	1.1	1.01	-21.9	0.9	1.1	1.1	7.1	1.1
CNc1nnc(-c2ccc(N(C)C)cc2)s1	0.9	91.5*	1.1	4.72*	-8.8	0.9	1	1	115.4	0.1
CN1CCc2c(c3c(n2C)CCN(C)C3c2ccc(F)cc2)C1c1ccc(F)cc1 (configuration not stated)	-4.2	-9.5	1	1.06	-1.6	1	1.1	1	2.6	1.1
CC1(C)CC(=S)Nc2ccccc2S1	0.7	-6.3	0.6	1.02	5.1	0.9	0.8	1	-11.6	1.1
CCc1sc(NS(C)(=O)=O)nc1-c1ccccc1	-3.3	-3.8	0.9	1.06	-6.5	0.9	0.9	1	-49.8	1
COc1ccc(C2CC(=O)c3cnc(N4CCc5ccccc54)nc3C2)c(OC)c1 (configuration not stated)	-10.8	-8.0	1.1	1.29	-8.7	1.1	1.2	1.1	-23.7	1.1
CC(C)c1ccc(C2C(C#N)=C(N)N3C(=C2C#N)Sc2ccccc23)cc1 (configuration not stated)	-2.3	-1.5	1	1.1	-18.7	0.8	0.9	1	3.3	1
Cc1cc(C)c(S(=O)(=O)Nc2ccc(O)cc2)cc1C	-2.1	-5.6	0.9	0.93	-2.0	0.9	0.9	1	3.4	1.1
O=C(Nc1ccccc1)c1ccc(NCCc2ccccc2)c([N+](=O)[O-])c1	12.4	-5.3	0.9	1.35	3.5	0.6	1	0.9	37.3	1.1
Cc1ccc(C(=O)N/C(=C\c2cccs2)C(=O)NCCCn2ccnc2)cc1C	-7.3	-2.7	1	1.03	-12.8	1	1.1	1.1	-5.7	1
COC(=O)CSc1nc2c(c(-c3ccc(C)o3)c1C#N)CCCC2	-0.2	-1.7	0.9	1.69	-5.9	0.9	1	1	2.5	1
Cc1ccc(Oc2nnc(-c3cccs3)c3ccccc23)cc1C	-0.4	-0.1	0.9	0.91	4.3	1	0.9	1	2.4	1
O=C(O)/C=C/C(=O)NCCCc1ccccc1	0.8	-6.4	1	1.2	-6.6	1.2	1	1	14.7	1.1
COc1ccc(-c2cc(C(=O)Nc3sc4c(c3C#N)CCCC4)c3ccccc3n2)cc1	1.0	20.0	0.9	1.62	-17.9	1.3	1.1	1	/	0.8
Cc1ccc(C23CC4CC(CC(NC(=O)N5CCN(C)CC5)(C4)C2)C3)cc1	-2.6	-8.3	0.9	0.85	-6.8	0.9	0.9	1	2.4	1.1
CCOc1ccccc1CNC(=O)c1cc2oc3ccccc3c2n1CC	-6.1	-5.7	0.9	0.99	-22.8	0.8	0.9	1.1	/	1.1
CCOc1ccc2nc(NC(=O)CSc3nc4cccnc4n3C)sc2c1	-5.2	3.5	1	1.3	-6.3	1	1	1.1	2.6	1
Cc1cccc(Oc2sc(C(=O)c3ccccc3)c(N)c2C#N)c1C	-3.2	-4.4	0.8	0.84	-2.0	0.9	0.7	1	-2.9	1
Cc1cccc(/C(N)=N/OC(=O)C23CC4CC(CC(C4)C2)C3)c1	-2.5	62.0*	0.9	0.69	-4.9	1.1	0.9	1	80.0	0.4
CCCCOc1ccc(C(NC(=O)OCC)NC(=O)OCC)cc1	1.7	-5.9	1	1.04	-14.5	0.8	1	1	6.4	1.1
COc1ccccc1OCCCC(=O)Nc1nccs1	-6.3	15.2	0.9	1.6	-9.1	1	0.9	1.1	75.3	0.8
CC(C)(C)c1cc(CNC2CS(=O)(=O)C[C@@H]2O)cc(C(C)(C)C)c1O (some centres not stated)	-8.0	-11.3	0.9	1.06	-2.5	0.9	0.9	1.1	/	1.1
COc1cccc(C(=O)c2ncc(C(F)(F)F)cc2Cl)c1	0.5	4.0	0.7	1.14	7.2	0.8	0.6	1	7.7	1
CCOCCCNCc1ccc(OCc2ccccc2C)c(OC)c1	-0.5	1.8	1	1.05	-3.3	1.1	1.1	1	2.8	1

By substructure, those above containing an aryl thioether with sulfur outside any ring.
SMILES	TNAP inh hi DEA	FLuc inh counter	PMI activator	NF-kB expr up	TNAP inh no acc	bIAP activator	PMI act hi M6P	TNAP act hi DEA	APP 5'UTR act	FLuc stim CS
COC(=O)CSc1nc2c(c(-c3ccc(C)o3)c1C#N)CCCC2	-0.2	-1.7	0.9	1.69	-5.9	0.9	1	1	2.5	1
CCOc1ccc2nc(NC(=O)CSc3nc4cccnc4n3C)sc2c1	-5.2	3.5	1	1.3	-6.3	1	1	1.1	2.6	1

3 entries out of the list, sorted by heavy-atom count, low to high:
SMILES	TNAP inh hi DEA	FLuc inh counter	PMI activator	NF-kB expr up	TNAP inh no acc	bIAP activator	PMI act hi M6P	TNAP act hi DEA	APP 5'UTR act	FLuc stim CS
Cn1c(NC(=O)c2ccccc2F)cc(=O)n(C)c1=O	-5.7	-5.1	1.1	1.01	-21.9	0.9	1.1	1.1	7.1	1.1
Cc1cccc(Oc2sc(C(=O)c3ccccc3)c(N)c2C#N)c1C	-3.2	-4.4	0.8	0.84	-2.0	0.9	0.7	1	-2.9	1
Cc1ccc(C23CC4CC(CC(NC(=O)N5CCN(C)CC5)(C4)C2)C3)cc1	-2.6	-8.3	0.9	0.85	-6.8	0.9	0.9	1	2.4	1.1

Part of the list above, reformatted:
Cc1cccc(/C(N)=N/OC(=O)C23CC4CC(CC(C4)C2)C3)c1
  TNAP inh hi DEA: -2.5
  FLuc inh counter: 62.0*
  PMI activator: 0.9
  NF-kB expr up: 0.69
  TNAP inh no acc: -4.9
  bIAP activator: 1.1
  PMI act hi M6P: 0.9
  TNAP act hi DEA: 1
  APP 5'UTR act: 80.0
  FLuc stim CS: 0.4
CCCCOc1ccc(C(NC(=O)OCC)NC(=O)OCC)cc1
  TNAP inh hi DEA: 1.7
  FLuc inh counter: -5.9
  PMI activator: 1
  NF-kB expr up: 1.04
  TNAP inh no acc: -14.5
  bIAP activator: 0.8
  PMI act hi M6P: 1
  TNAP act hi DEA: 1
  APP 5'UTR act: 6.4
  FLuc stim CS: 1.1

(listing goes on)
SMILES	TNAP inh hi DEA	FLuc inh counter	PMI activator	NF-kB expr up	TNAP inh no acc	bIAP activator	PMI act hi M6P	TNAP act hi DEA	APP 5'UTR act	FLuc stim CS
Cc1cccc(-n2c(C)cc(C=C3C(=O)c4ccccc4C3=O)c2C)c1	11.9	40.8	1	0.71	9.3	0.9	1.2	0.9	5.8	0.6
Cc1cccc2cc(C#N)c(SCC(=O)NCc3cccs3)nc12	3.1	-4.5	0.9	0.95	-16.2	1	1	1	28.5	1
CCc1cccc(NC(=S)N(CCCN2CCOCC2)C(C)c2cc3cccc(OC)c3o2)c1 (configuration not stated)	-6.6	-8.4	1	1.15	-6.9	0.9	0.9	1.1	-6.6	1.1
CC(C)CNC(=O)c1nc(-c2ccccc2)n(-c2ccccc2)n1	1.5	-2.6	1	1.09	-5.0	1.1	1	1	-1.0	1
Cc1cc(C(=O)NN=C(Cc2ccccc2)Cc2ccccc2)c(C)o1	-3.3	-7.0	1	1.11	-12.4	1	1	1	20.5	1.1
O=C(CSc1nc(N2CCCCC2)nc(N2CCCCC2)n1)N1CCN(c2ccccc2)CC1	-10.4	-4.9	0.9	0.73	-19.8	1	0.9	1.1	7.9	1
CCOC(=O)C1=C2SCCN2C(=O)C(C#N)C1(C)C (configuration not stated)	-9.5	-5.1	1	1.05	-4.1	1	1.1	1.1	-4.2	1.1
CCN=c1scc(C)n1/N=C/c1ccc(O)c(O)c1O	9.7	76.4*	0.2	1.47	25.5	0.8	0.2	0.9	10.1	0.2
COC(=O)C1CSC(C(=O)OC)N1C(=O)Nc1ccc(Cl)cc1 (configuration not stated)	-3.3	-3.3	1	0.9	-11.5	1	1	1	-4.5	1
Cc1c(Nc2nc3ccccc3nc2NS(=O)(=O)c2ccccc2)c(=O)n(-c2ccccc2)n1C	-4.2	-5.7	1	1.16	-8.1	1	1	1	-5.8	1.1
CCS(=O)(=O)c1ccc2oc(SCC(=O)NCCc3ccccc3)nc2c1	-3.5	-3.1	0.9	1.13	-11.1	1	0.9	1	1.4	1
CCN(C(=O)COC(=O)c1c(C)nn(-c2ccccc2)c1C)C1CCS(=O)(=O)C1 (configuration not stated)	-5.7	-7.0	1.1	0.98	-12.1	1.1	1.1	1.1	31.6	1.1
O=C(COc1cccnc1[N+](=O)[O-])Nc1cccc(S(=O)(=O)N2CCCCC2)c1	-0.7	-6.1	0.9	0.93	5.1	0.6	0.9	1	9.6	1.1
Cc1[nH]c2ccccc2c1CCC(N)=O	-5.0	-7.9	1.1	1.71	-12.8	0.7	1	1.1	-12.3	1.1
Cc1ccc(NC(=S)NCC2CCCO2)c(OC(F)F)c1 (configuration not stated)	-0.2	-0.8	0.8	0.96	-10.7	0.8	0.5	1	7.9	1
CN(CCC#N)C(=O)COC(=O)c1ccc(Cl)c(S(=O)(=O)N(C)c2ccccc2)c1	-2.5	-2.6	0.9	1.08	-2.6	1	0.9	1	-7.1	1
COc1ccc(CN(C)CC(=O)c2c(N)n(Cc3ccccc3)c(=O)n(C)c2=O)c(OC)c1	-4.1	-8.6	0.8	0.97	-5.5	1.1	0.9	1	-8.9	1.1
O=C(CN1C(=O)C2CC=CCC2C1=O)Nc1nnc(SCc2ccc(F)cc2)s1 (configuration not stated)	0.1	1.0	0.9	0.98	-5.3	1	0.9	1	5.2	1
COc1ccc(C(=O)c2ccc(OC)c(OC)c2)cc1	0.9	-0.7	1	1.17	-1.0	0.9	0.9	1	1.8	1
CNS(=O)(=O)c1cc(NC(C)=O)c(C)cc1C	-1.0	2.1	1	1.29	-5.1	0.9	1	1	-0.9	1
CSc1ccc(/C=N/N2CCN(C)CC2)cc1	2.0	21.2	1.1	2.17	-5.6	1	1	1	54.2	0.8
Fc1cccc2sc(Nc3nc4cc5c(cc4s3)OCCO5)nc12	-11.2	79.3*	0.9	1.72	-39.6	0.9	1	1.1	161.5*	0.2
Cc1ccccc1Cn1c(CN2CCN(C(=O)c3ccco3)CC2)nc2c1c(=O)n(C)c(=O)n2C	-6.2	-7.6	0.9	0.95	-13.5	1	0.9	1.1	17.6	1.1
COc1cccc(-c2csc(N3CCN(C(=O)Nc4ccccc4Cl)CC3)n2)c1	-3.7	-0.8	0.9	1.11	-11.3	0.9	0.9	1	10.9	1
CCN(CC)CCOc1cc2c(nn1)Oc1ccccc1N2C	-6.4	-4.1	1.1	1.15	-11.7	1.1	1.1	1.1	-1.3	1
COC(=O)C1=C(N)Oc2cc(C)[nH]c(=O)c2C1c1ccncc1 (configuration not stated)	2.2	-1.2	0.9	1.01	-0.3	1	0.9	1	-0.1	1
Cc1cc([N+](=O)[O-])nn1CCCC(=O)Nc1cc(Oc2ccc(F)cc2)cc([N+](=O)[O-])c1	-1.7	-3.3	0.9	0.81	0.2	1	1	1	-14.3	1
